# M1 PAM parental: nonselective calcium activators in parental CHO-K1 cells, primary screen, counter-screen for M1 PAM project, cell-based, Fluo-8 calcium fluorescence, full deck, 1536-well; ATP EC20; 0% at ATP EC20, 100% at ATP max; activation, % at 3 µM; 360,000 compounds, 0.02% hits;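 active means activation above the run cutoff, the mean activation of all test compounds plus 3 SD, cut at about 40% in these data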;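 further: peak over basal fluorescence ratio in a 140 s read after ATP addition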
# TAAR1 agonist: human TAAR1 agonists, primary screen, Fluo-8 calcium fluorescence, CHO RD-HGA16 cells | Trace amine-associated receptor 1 (Homo sapiens), Q96RJ0 | vehicle wells 0%, saturating PEA agonist 100% | activation, % at 3 µM | 360,000 compounds, 0.99% hits;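 active means activation above the mean activation of all test compounds in the run plus 3 SD, cut at about 38% in these data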
# Target sequence (Q96RJ0 whole entry, looked up): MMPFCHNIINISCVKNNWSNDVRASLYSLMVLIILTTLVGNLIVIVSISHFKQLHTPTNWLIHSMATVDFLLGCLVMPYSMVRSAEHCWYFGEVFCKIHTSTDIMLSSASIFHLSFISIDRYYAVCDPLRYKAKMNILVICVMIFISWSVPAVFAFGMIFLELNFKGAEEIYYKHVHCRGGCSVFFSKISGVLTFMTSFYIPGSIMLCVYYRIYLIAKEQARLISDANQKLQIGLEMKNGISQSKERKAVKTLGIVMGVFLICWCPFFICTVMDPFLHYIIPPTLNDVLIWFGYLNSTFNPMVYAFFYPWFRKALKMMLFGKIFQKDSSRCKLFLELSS
#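 System: CHO-derived RD-HGA16 cells with stable Gα16 and human TAAR1. Times: 17-24 h plating, Fluo-8 75 min 37 °C, 30 min RT. Measured by: calcium-sensitive Fluo-8 signal, excitation 470-495, emission 515-575 nm. Read-out basis: % activation relative to PEA EC100 response. Control set: DMSO and PEA EC100. Repeats: no replicates (n 1).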
# M1 ag parental: counter-screen for M1 agonists: effect in parental CHO-K1 cells. Fluo-8 calcium fluorescence; scaled to maximal ATP response, vehicle zero. activation, % at 3 µM. 360,000 compounds, 0.48% hits. AID 602248, 2012; in the data active means activation above about 15%;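 further: untransfected CHO-K1 host cells lacking M1 receptor as counterscreen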
# CHO parental Ca: ATP-evoked calcium signal inhibitors, parental CHO, primary screen, counter-screen for OX1R antagonist project, cell-based, fluorescence, Fluo-8 calcium dye; 330,000 compounds, 0.63% hits; parental CHO-K1, ATP-induced calcium, Fluo-8 fluorescence; inhibition, % at 5.6 µM;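 active means inhibition above that plate's mean sample inhibition plus 3 SD, cut at about 26% in these data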;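 further: 0% = ATP-challenged DMSO wells and 100% = DMSO wells without ATP; some compounds past the cut are filed as inactive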
#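 Material: Parental CHO cells | Reagent: ATP | Compound dosing: Single nominal dose of 5.6 µM per compound | Detection: Intracellular calcium via Fluo-8 no-wash fluorescent dye | Read-out: % inhibition of ATP-induced calcium mobilization | Benchmarks: Low control ATP plus DMSO, high control DMSO only | Replicates: Singlicate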
# OXTR potentiate: human OXTR potentiators, primary screen, fluorescence, CHO-OTR cells, Fluo-8 calcium. AID 2445, 2010. Fluo-8 calcium fluorescence, potentiator mode; 0% = oxytocin EC15, 100% = EC100. activation, % at 3 µM. 320,000 compounds, 0.061% hits;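 active means activation above that plate's cutoff, the mean activation of tested compounds plus 3 SD, cut at about 6.6% in these data, passing the limit was not always enough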;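 further: 100% uses oxytocin at 75 nM as the full agonist control; some results filed as inactive read as strong as hits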
#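 Material: human OTR in CHO cells. Compound: 3.0 µM, one dose. Timing: compound 6 min at room temperature before oxytocin, 100 s read. Evaluation: % activation of max/min ratio relative to oxytocin controls. Replication: single well per compound, singlicate. Signal: Fluo-8 calcium dye fluorescence.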
# V1aR counter: agonists of human V1a receptor, primary screen, counter-screen for OXTR agonist project, fluorescence, CHO-V1R cells; 320,000 compounds, 0.25% hits; activation, % at 3 µM; AID 2797, 2010; Vasopressin V1a receptor (Homo sapiens), P37288; Fluo-8 calcium fluorescence, agonist mode; 0% DMSO, 100% 3 nM vasopressin;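 active means activation above the mean activation of all tested compounds plus 3 SD, per screening run, cut at about 20% in these data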;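 further: signal is peak over basal fluorescence ratio across a 100 second FLIPR read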
# TAAR1 antagonist: human TAAR1 antagonists, primary screen, Fluo-8 calcium fluorescence, CHO RD-HGA16 cells | antagonist | inhibition, % at 3 µM | 360,000 compounds, 1.5% hits | AID 624466, 2012;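 active means inhibition above a per-plate cutoff, the mean inhibition of test compounds on that plate plus 3 SD, cut at about 49% in these data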;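 further: 0% = DMSO plus EC80 beta-PEA response and 100% = DMSO alone without agonist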
#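 Test system: RD-HGA16 CHO cells with stable hTAAR1 and Gα16 / Probe or stimulus: EC80 β-phenethylamine stimulus / Times: seeding 17-24 h prior, 75-min 37 °C, 30-min RT dye loading / Detection: Fluo-8 calcium-sensitive fluorescence / Read-out basis: % inhibition scaled between DMSO and EC80 PEA controls / Repeats: singlicate, one well per test compound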
# M1 ag: human M1 muscarinic receptor agonists, primary screen, Fluo-8 calcium fluorescence, CHO-K1 cells, HTS | 360,000 compounds, 0.33% hits | CHO-K1 hM1, agonist mode; 0% DMSO, 100% acetylcholine EC100 | activation, % at 3 µM;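 active means activation above the run's mean compound activation plus 3 SD, cut at about 16% in these data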;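 further: peak over basal fluorescence ratio within a 140 s kinetic read after compound addition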
# Target sequence (P11229 whole entry, looked up): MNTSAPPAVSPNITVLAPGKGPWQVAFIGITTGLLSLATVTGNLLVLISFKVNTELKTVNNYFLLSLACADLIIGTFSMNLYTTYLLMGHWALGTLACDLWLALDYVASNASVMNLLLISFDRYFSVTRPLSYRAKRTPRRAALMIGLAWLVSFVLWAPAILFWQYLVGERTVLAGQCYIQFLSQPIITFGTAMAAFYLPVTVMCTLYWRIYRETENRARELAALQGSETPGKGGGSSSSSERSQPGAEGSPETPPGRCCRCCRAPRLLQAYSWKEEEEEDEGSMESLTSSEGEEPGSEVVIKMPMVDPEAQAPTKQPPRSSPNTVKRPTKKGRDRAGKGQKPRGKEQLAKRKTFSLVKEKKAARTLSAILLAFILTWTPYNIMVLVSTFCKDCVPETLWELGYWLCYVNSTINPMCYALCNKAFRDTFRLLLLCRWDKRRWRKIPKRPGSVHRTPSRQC
# CHO-K1 Ca antag: M1 antagonist counterscreen hit in parental CHO-K1 cells; AID 602250; inhibition, % at 3 µM; ATP-induced calcium, Fluo-8 fluorescence; 360,000 compounds, 0.6% hits;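 active means inhibition above a per-plate cutoff, the plate's mean sample inhibition plus 3 SD, cut at about 24% in these data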;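 further: 0% = DMSO plus EC80 ATP and 100% = DMSO alone without ATP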
# * marks the source's active call; other numbers are inactive results; . = no result given.
no.	Molecule	CHO-K1 Ca antag	M1 ag	M1 PAM parental	CHO parental Ca	V1aR counter
1	Cc1ccc(C(=O)N/C(=C\c2ccco2)C(=O)NCCCn2ccnc2)cc1C	-9	-12	6	-8	-0.3
2	CCOC(=O)c1c(NC(=O)COC(=O)Cn2cnc3c2c(=O)n(C)c(=O)n3C)sc(C)c1CC	8	-3	-22	-10	0.1
3	C[C@@H]1CNC(=O)c2c(C(=O)NCc3ccc(CNC(=O)OC(C)(C)C)cc3)ncn21	2	1	19	.	.
4	COc1ccc(NC(=O)C(=O)NCC2CCCN2S(=O)(=O)c2cccs2)cc1 (centres undefined)	-4	-3	-5	-27	0.8
5	CCn1c(O)c(N=NC(=O)CNC(=O)/C=C/c2ccccc2)c2ccccc21	2	-4	-2	-31	3.1
6	COc1ccc(CCNC(=O)CC(Cc2ccc(C)cc2)C(=O)O)cc1OC (centres undefined)	-8	-5	9	-5	0.1
7	COc1ccc(CNC(=O)COC(=O)CN2C(=O)NC3(CCCC3)C2=O)cc1	-19	-3	24	-20	-0.1
8	CCn1c2ccccc2c2cc(/C=N/n3c(C)nnc3C)ccc21	-18	-10	0	-6	-0.1
9	COc1ccc(-c2cnc3c(NC=O)cc(-c4ccccc4OC)cn23)cc1OC	-13	5	25	.	.
10	COC(=O)c1cccc(-c2ccc(C(c3c(C)[nH][nH]c3=O)c3c(C)[nH][nH]c3=O)o2)c1	18	-4	-9	-6	0.9
11	COc1ccccc1NC(=O)c1ccc(NS(=O)(=O)c2ccc(F)c(F)c2F)cc1	-2	-3	25	-10	1.3
12	CC(=O)NC(=O)NC1OC(=O)C(Cl)=C1Cl (centres undefined)	-24	-3	20	-12	1.2
13	CN(C(=O)c1ccc(NC(=O)Cc2ccc(NC(=O)C3CCCN(C(=O)C4CCCC4)C3)cc2)cc1)C1CC1 (centres undefined)	-3	-4	-11	-15	-0.7
14	CSc1ccc(C(c2c(C(=O)O)[nH]c3ccccc23)c2c(C(=O)O)[nH]c3ccccc23)cc1	0	3	3	-3	1.1
15	Cc1cc2oc(=O)cc(CN3CCN(S(=O)(=O)c4ccc5c(c4)OCCO5)CC3)c2cc1C	-11	1	14	4	-0.8

no.	M1 ag parental	TAAR1 agonist	TAAR1 antagonist	OXTR potentiate
1	-0.2	0	-17	0
2	-0.6	-1	-6	-6
3	0.1	3	0	.
4	3.0	3	4	-6
5	0.4	5	-9	-9
6	0.9	2	7	-3
7	0.9	2	-2	0
8	-0.3	7	-13	2
9	6.1	26	30	.
10	-0.3	3	-33	-11
11	3.7	1	-7	-8
12	0.7	2	-9	-8
13	-0.7	4	-1	-4
14	-0.8	1	-19	2
15	0.1	17	1	-10

# (list continues)
no.	Molecule	CHO-K1 Ca antag	M1 ag	M1 PAM parental	CHO parental Ca	V1aR counter
16	Cc1nn(C)c(Cl)c1S(=O)(=O)N[C@@H](c1ccccc1)[C@]1(C)C[C@H]1[C@@H](C)C(=O)Nc1ccc2ccccc2c1	-6	-6	-19	-23	-0.7
17	O=S1(=O)CC(N2CCSCC2)CN1Cc1cn(Cc2ccc(F)cc2)nn1 (centres undefined)	-5	.	0	.	.
18	O=C(NCCc1ccc(Cl)cc1)C1CCCN1C(=O)NCc1ccccc1 (centres undefined)	-15	-10	14	-8	-0.4
19	Cc1[nH]n2c(=O)cc(C(C)(C)C)nc2c1-c1ccccc1	-13	-4	13	-9	-0.2
20	O=C1CC(NS(=O)(=O)c2cccnc2)CN1c1ccc(Cl)cc1 (centres undefined)	3	0	-25	-12	1.2
21	CCCS(=O)(=O)N1CCN(C(=O)CCC2CCCC2)CC1	5	-1	0	-1	0.2
22	CCOC(=O)c1c(C)n(CCNC(C)=O)c2ccc(OC)cc12	-12	-1	17	-5	1.3
23	COC(=O)C1CCN(C(=O)COC(=O)COc2ccc(C#N)cc2)CC1	-1	-2	-5	-15	-0.2
24	CCOC(=O)N1CCN(Cc2oc(CO)cc(=O)c2O)CC1	0	6	7	-15	-1.0
25	c1csc(CNc2ncnc3sccc23)c1	22	1	-7	8	9.3
26	CCc1nc2ccc(C(=O)NCCN(C)C)cn2c1N(CC)CCOC	-7	-7	6	.	.
27	COc1ccc(/C=C2\SC(N)=NC2=O)cc1Cl	-6	0	-6	-5	0.1
28	O=C(NCc1ccccn1)c1nc(-c2ccc(C(F)(F)F)cc2)no1	15	-3	2	-3	1.5
29	OCCNc1nc2ccccc2nc1NCCO	10	-1	-15	10	1.4
30	CC1CCN(CC(=O)NNC(=O)c2cccc(Br)c2)CC1	-11	-7	0	-1	0.6

no.	M1 ag parental	TAAR1 agonist	TAAR1 antagonist	OXTR potentiate
16	-1.1	-2	-1	-11
17	0.1	-1	-2	.
18	0.8	-1	-10	0
19	-0.4	-2	-20	-9
20	1.1	3	-29	-4
21	0.2	6	-7	-1
22	0.5	2	-1	-8
23	-0.1	2	-29	-8
24	0.4	3	-4	-10
25	5.6	5	20	-10
26	1.0	4	-9	.
27	0.1	-1	-9	-7
28	0.4	2	6	-7
29	0.1	3	-33	-11
30	0.2	0	-4	0

# Next section, starting with the last five of the part before.
no.	Molecule	CHO-K1 Ca antag	M1 ag	M1 PAM parental	CHO parental Ca	V1aR counter
26	CCc1nc2ccc(C(=O)NCCN(C)C)cn2c1N(CC)CCOC	-7	-7	6	.	.
27	COc1ccc(/C=C2\SC(N)=NC2=O)cc1Cl	-6	0	-6	-5	0.1
28	O=C(NCc1ccccn1)c1nc(-c2ccc(C(F)(F)F)cc2)no1	15	-3	2	-3	1.5
29	OCCNc1nc2ccccc2nc1NCCO	10	-1	-15	10	1.4
30	CC1CCN(CC(=O)NNC(=O)c2cccc(Br)c2)CC1	-11	-7	0	-1	0.6
31	CC1(C)Cc2c(cnn2-c2ccccc2)C(=O)/C1=N\NC(=O)c1ccncc1	11	3	-5	-15	1.2
32	Nc1nc(Cl)cc(Oc2ccc(Cl)cc2)n1	-10	-3	-17	-3	-1.1
33	CCCOC(=O)c1cc(=O)[nH]c2ccccc12	-17	-5	27	-17	-0.5
34	COC(=O)[C@@H](NCc1ccc(OC)c(B(O)O)c1)C(C)C	-10	-3	17	.	.
35	O=C1c2ccccc2C2(c3ccccc3)NCCN12 (centres undefined)	-11	-4	22	1	-0.5
36	COc1ccc(N(CC(=O)NCCSc2ccccc2)S(C)(=O)=O)cc1	4	-7	-7	-9	0.8
37	O=C(Nc1nc(-c2cccs2)cs1)c1ccc(S(=O)(=O)N2CCCC2)cc1	-12	-9	-6	12	5.9
38	COc1ccc(-c2c(C)nc(N)nc2-c2ccc(OCc3ccc(C)cc3)cc2O)cc1OC	-9	-6	10	-13	0.3
39	CC(C)(C)OC(=O)N1CCC(CC2CC(c3ccccc3)=NO2)(C(=O)NCc2ccccc2)CC1 (centres undefined)	-14	-12	24	-21	0.3
40	O=C(COc1cccc2ccccc12)N/N=C/c1ccncc1	-9	-4	14	-9	0.7
41	Cc1ccc(CNC(=O)c2ccc(S(=O)(=O)N(C)C)cc2)n1C	-3	-10	-11	0	-0.3
42	O=C(NNC(=O)C12CC3CC(CC(O)(C3)C1)C2)c1ccccc1O	-5	-1	-9	-2	4.1
43	CCCc1cc(Nc2ccccc2C)n2ncnc2n1	-11	-4	-2	-5	0.3
44	Cc1ccccc1C(=O)N1CCN(c2ccc(NC(=O)c3cccc(OC(C)C)c3)cc2)CC1	-2	-1	11	-11	0.5
45	CN1CCCC(C(=O)Nc2cccc(Cl)c2)CC1 (centres undefined)	12	-7	0	.	.

no.	M1 ag parental	TAAR1 agonist	TAAR1 antagonist	OXTR potentiate
26	1.0	4	-9	.
27	0.1	-1	-9	-7
28	0.4	2	6	-7
29	0.1	3	-33	-11
30	0.2	0	-4	0
31	0.2	19	-1	-1
32	0.3	5	26	4
33	-0.1	2	-10	-19
34	0.4	0	-6	.
35	0.1	8	4	9
36	0.5	24	5	-2
37	5.8	5	29	-10
38	-0.1	-4	19	-11
39	0.9	7	30	4
40	0.9	6	8	-12
41	0.0	3	0	0
42	0.9	2	-27	-4
43	0.5	2	-11	-12
44	0.9	3	-22	-6
45	0.3	1	-3	.

# The listing continues.
no.	Molecule	CHO-K1 Ca antag	M1 ag	M1 PAM parental	CHO parental Ca	V1aR counter
46	O=C1CCCN1c1ccc(S(=O)(=O)N2CCC(c3ccccc3)CC2)cc1	1	-2	6	-2	5.6
47	COc1ccc(C2CC(=O)CC(=O)C2n2cncn2)cc1 (centres undefined)	-11	-3	23	3	1.5
48	COC(=O)c1ccccc1Oc1cnc2ccccc2n1	-7	-9	-8	-15	2.0
49	CC(=O)c1cccc(N(C(=O)CNC(=O)c2ccco2)C(C(=O)NCc2ccco2)c2ccccc2)c1 (centres undefined)	-16	-1	21	-7	-1.1
50	O=C(CCCOc1ccccc1)NN1C(=O)NC2(CCCCC2)C1=O	-3	-2	6	-6	-0.2
51	COc1cc(NC(=O)Cc2ccccc2OC)cc(OC)c1	4	-2	-6	-11	6.7
52	CC(=O)Nc1sc(C)c(C)c1C(=O)OCC(=O)Nc1ccccc1	1	-3	-4	-5	1.0
53	Cc1cccc(NC(=O)CN2C(=O)NC3(CCCCCCC3)C2=O)c1C	-16	-1	16	-12	0.5
54	C=CC(=O)Nc1cccc(Oc2ccnc(Nc3ccc(N4CCN(C)CC4)cc3)n2)c1	3	-13	3	.	.

no.	M1 ag parental	TAAR1 agonist	TAAR1 antagonist	OXTR potentiate
46	2.8	5	10	-7
47	0.4	6	0	0
48	0.8	6	-1	-4
49	1.2	-1	23	-4
50	0.4	3	-16	-6
51	-0.2	2	0	-1
52	0.3	5	-29	-10
53	-0.4	5	-13	-3
54	-0.6	2	12	.

# From PubChem
